Source: PubChem
Spn PMK inh: S. pneumoniae PMK inhibitors, primary screen, biochemical, mevalonate pathway, pilot trial included | purified PMK, PK/LDH-coupled NADH absorbance 340 nm | inhibition, % at 10 µM | 65,000 compounds, 0.49% hits;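 active means top-ranked compounds by inhibition in the single 10 µM screen, taking a fixed number of the strongest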;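 further: 0% = full reaction with DMSO carrier and 100% = background rate without enzyme reaction; no value below 0 was filed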
Spn DPM-DC inh: S. pneumoniae DPM-DC inhibitors, primary screen, biochemical, PK/LDH-coupled NADH fluorescence; 65,000 compounds, 0.49% hits; calls only at 10 µM; purified DPM-DC; diphosphomevalonate decarboxylase (Streptococcus pneumoniae D39);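 active means the 320 compounds with the highest percent inhibition in the single-dose primary screen, excluding strongly autofluorescent ones, cut at about 32% in these data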;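 further: kinetic rate of NADH fluorescence loss reporting ADP formed by the decarboxylase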
HT1080 viability: cytotoxicity in HT1080 fibrosarcoma cells, cell-based, fluorescence readout (AID 620) | cytotoxicity, % at 10 µM, or EC50 in µM where a hit was titrated | 87,000 compounds, 0.42% hits | HT1080 viability, fluorescence; higher % means a stronger effect;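 further: cells exposed to compound overnight then 4 h with Alamar Blue; 0% = vehicle DMSO and 100% = killing control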
TNAP inhibition: human TNAP enzyme inhibitors, biochemical, luminescent (AID 518) | purified TNAP enzyme, luminescent substrate readout; higher % means a stronger effect | 64,000 compounds, 0.09% hits | inhibition, % at 20 µM, or IC50 in µM where a hit was titrated; in the data active means a potency from the dose series; inactive means the rest, 99 in 100 with inhibition below about 22%;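 further: plate controls were vehicle for no effect and reference inhibitor for full effect; many of its hits are not listed in these tables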
HPDE-C7K KRASV12: cytotoxicity in KRAS-transformed pancreatic duct cells, primary screen, cell-based, fluorescence, HTS (AID 431). one-dose cytotoxicity, % at 10 µM; EC50 in µM for titrated hits. HPDE-C7K KRASV12 cells, Alamar Blue viability, 48 h; higher % means a stronger effect. 63,000 compounds, 1.7% hits;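 active means compounds whose percent cytotoxicity in the single-dose primary screen, scaled between solvent and toxic-drug controls, exceeds 50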;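 further: 0% = DMSO solvent wells and 100% = doxorubicin-treated wells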
Spn MK inh: S. pneumoniae MK inhibitors, primary screen, biochemical, PK/LDH-coupled NADH absorbance. mevalonate kinase [Streptococcus pneumoniae D39]. purified MK, PK/LDH-coupled NADH absorbance 340 nm. inhibition, % at 10 µM. 65,000 compounds, 0.48% hits. AID 555, 2006;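 active means ranked among the strongest by inhibition in the single 10 µM screen, a fixed top-ranked set picked for dose follow-up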; further: no value below 0 was filed
LYP inhibition: LYP phosphatase inhibitors, primary screen, biochemical, DiFMUP fluorescence, recombinant catalytic domain, 10 µM (AID 606); Tyrosine-protein phosphatase non-receptor type 22 (Homo sapiens); recombinant LYP catalytic domain, DiFMUP fluorescence; higher % means a stronger effect; inhibition, % at 10 µM; hits with a dose series show IC50 in µM; 52,000 tested, under 10 active;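 active means IC50 under 40 µM in the dose-response test; inactive means IC50 of 40 µM or more, or never dose-tested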
HPDE-C7 cytotoxicity: cytotoxicity in HPDE-C7 cells, cell-based, fluorescence, HTS (AID 430); HPDE-C7 pancreatic duct cells viability, fluorescence; higher % means a stronger effect; cytotoxicity, % at 10 µM, or EC50 in µM where a hit was titrated; 63,000 compounds, 1.8% hits;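 further: cells exposed to compound for 48 hours before viability readout; 0% = vehicle and 100% = reference cytotoxic drug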
Bfl-1 displacement: Bfl-1 inhibitors, primary screen, biochemical, fluorescence polarization, FITC-Bid, mouse (AID 432); FITC-Bid BH3 peptide fluorescence polarization displacement; higher % means a stronger effect; displacement, % at 20 µM; hits with a dose series show IC50 in µM; 64,000 compounds, 0.02% hits; in the data active means a potency from the dose series; inactive means the rest, 99 in 100 with displacement below about 15%; further: strong numbers were not always called active
Spn PMK inh pilot replicates: recorded beside Spn PMK inh, whose call it bears; inhibition, %; measured here: pilot screen replicates
Spn MK inh pilot replicates: recorded beside Spn MK inh, whose call it bears; inhibition, %; measured here: pilot screen replicates
Spn DPM-DC inh pilot screen %: further read-out of Spn DPM-DC inh, marked with its call; inhibition, %; measured here: pilot screen trials
An asterisk follows results filed as active; i = inactive; nt = no result given; + = active, no number. Unless noted, no stated cut-off is given here; in the data, active means cytotoxicity above about 50%; inactive means the rest.

SMILES | Spn PMK inh | Spn DPM-DC inh | HT1080 viability | TNAP inhibition | HPDE-C7K KRASV12 | Spn MK inh | LYP inhibition | HPDE-C7 cytotoxicity | Bfl-1 displacement | others
CC(=O)NC(CCS(C)(=O)=O)C(=O)Nc1ccc2c(c1)OCCO2 (configuration not stated) | 11 | i | 3% | nt | nt | 0 | 6% | nt | nt
COc1nc2c(s1)C(=O)NCCC2 | 18 | i | 17% | 11% | -4% | 6 | nt | -2% | 2%
O=C(O)CCc1ccc(-c2ccc(Cl)cc2)n1Cc1ccco1 | 0 | i | -5% | 6% | -5% | 2 | -3% | 0% | 2%
CCOC(=O)CNC(=O)c1sc(NC(=O)c2ccccc2F)nc1C | 12 | i | 1% | 16% | 0% | 0 | 11% | 8% | 2%
CC1C(=O)C(C)C(c2cccs2)NC1c1cccs1 (configuration not stated) | 11 | i | 4% | 11% | -5% | 4 | 1% | -10% | 0% | Spn PMK inh pilot replicates=2.0;Spn MK inh pilot replicates=7.0;Spn DPM-DC inh pilot screen %=7.0
CCOC(=O)CNC(=O)c1ccccc1Br | 0 | i | 10% | 10% | -7% | 10 | 1% | -11% | 1%
O=CN1CCN(C(=O)CN2C(=O)c3ccccc3C2=O)CC1 | 5 | i | 1% | -2% | 2% | 4 | -6% | 6% | -4%
COc1ccc2cc(CN(CCO)C(=O)c3ccccc3F)c(=O)[nH]c2c1 | 5 | i | 2% | 8% | -5% | 10 | 8% | -12% | -5% | Spn PMK inh pilot replicates=0.5;Spn MK inh pilot replicates=0.0;Spn DPM-DC inh pilot screen %=0.5
CCOC(=O)c1cccc(NC(=O)CCn2cccc2)c1 | 11 | i | -5% | 4% | -12% | 2 | -8% | -11% | 0%
O=c1oc(-c2ccco2)nc2ccccc12 | 0 | i | nt | 12% | -3% | 0 | nt | 18% | 11% | Spn PMK inh pilot replicates=3.0;Spn MK inh pilot replicates=2.5;Spn DPM-DC inh pilot screen %=0.0
Cc1cc(-c2nnc(SCC(=O)N3C(C)CCCC3C)o2)no1 (configuration not stated) | 7 | i | -5% | 4% | 3% | 5 | nt | 6% | 0%
O=C(Nc1nncs1)C1(c2ccccc2)CCCC1 | 11 | i | 6% | 9% | -8% | 9 | -2% | 5% | 5%
O=C(Nc1ccccc1Oc1ccccc1)c1ccc(Br)o1 | 3 | i | nt | 17% | -15% | 2 | 9% | -2% | -6%
CCn1cc(C(=O)O)c(=O)c2cc(F)c(N3CCNCC3)cc21 | 10 | nt | 0% | 12% | 5% | 10 | 6% | 1% | 2% | Spn PMK inh pilot replicates=2.5;Spn MK inh pilot replicates=0.0
CCc1cc(=O)oc2cc(C)c(CN3CCCC3)c(O)c12 | 4 | i | 2% | 8% | -6% | 0 | nt | -7% | 18%
CN(C)CCN1CC(C(=O)O)CC1=O (configuration not stated) | 12 | i | 1% | 4% | -30% | 0 | nt | -18% | 2%
CC(C)(C)c1cc(CN2CCCC(O)C2)c(O)c(C(C)(C)C)c1 (configuration not stated) | 1 | i | 1% | 4% | 15µM* | 8 | nt | 15µM* | -10%
O=C(c1ccccc1)N(Cc1cccs1)C1CCS(=O)(=O)C1 (configuration not stated) | 9 | i | -7% | 8% | 0% | 0 | 21% | -2% | -14%
Cc1noc(C)c1COC(=O)c1cccc(S(=O)(=O)N2CCCCCC2)c1 | 15 | i | -10% | 9% | -4% | 3 | 11% | -6% | 6%
COCCNc1nc(SCC(=O)N2CCN(c3ccccc3)CC2)nc2ccccc12 | 0 | i | 15% | 21% | 0% | 3 | -1% | 0% | -5% | Spn PMK inh pilot replicates=2.0;Spn MK inh pilot replicates=0.0;Spn DPM-DC inh pilot screen %=0.0
OC1(c2cccnc2)CCN(Cc2nnnn2C2CCCCC2)CC1 | 11 | i | -13% | 13% | 3% | 1 | 16% | -1% | 6%
CC(NC(=O)c1ccccc1NC(=O)c1ccco1)c1ccccc1 (configuration not stated) | 12 | i | 1% | 8% | 2% | 0 | nt | 2% | -1%
CCn1c(SCC(=O)Nc2nccs2)nnc1-c1ccc(C)cc1 | 1 | i | -3% | -3% | nt | 4 | 9% | nt | 1%
O=C1c2ccccc2C(=O)N1CCCc1nc(-c2ccccn2)no1 | 10 | i | -11% | 9% | 0% | 12 | 15% | 2% | -6%
CCCS(=O)(=O)N1CCCC(C(=O)NCCc2ccc(Cl)cc2)C1 (configuration not stated) | 12 | i | -4% | 4% | -3% | 8 | nt | 10% | -3%
O=C(CCCc1ccccc1)NCCCN1CCOCC1 | 10 | i | 1% | 8% | -1% | 9 | 12% | -6% | -1%
Cc1cccc(NC(=O)CSc2nnc(-c3ccc(S(=O)(=O)N4CCOCC4)cc3)n2C)c1 | 17 | i | 1% | 11% | -18% | 0 | -19% | -32% | -20%
CN(C)S(=O)(=O)c1cc(C(=O)NCC2CCCO2)c(Cl)cc1Cl (configuration not stated) | 5 | i | 11% | 4% | -7% | 13 | 10% | -2% | -9%
O=C(CCS(=O)(=O)c1ccc(Br)cc1)N1CCN(Cc2ccccc2)CC1 | 4 | i | -3% | 16% | -10% | 2 | nt | -6% | -3%
COc1ccc(OC)c(CN(CCCN2CCOCC2)S(=O)(=O)c2ccc(NC(C)=O)cc2)c1 | 0 | i | 23% | 5% | -24% | 7 | nt | -16% | -6%
CCn1c(Cc2c(C)[nH]c3ccccc23)n[nH]c1=S | 8 | i | 10% | 11% | 8% | 6 | 16% | 4% | -3%
COCC(C)n1c(SCC(=O)NC(=O)Nc2ccc3c(c2)OCCO3)nc2ccccc2c1=O (configuration not stated) | 5 | i | -12% | -4% | 0% | 8 | nt | -10% | -11%
CC(CN1c2ccccc2Sc2ccccc21)N(C)C (configuration not stated) | 13 | i | 12% | 10% | nt | 6 | 8% | nt | -6% | Spn PMK inh pilot replicates=3.5;Spn MK inh pilot replicates=0.0;Spn DPM-DC inh pilot screen %=2.5
Cc1occc1C(=O)Nc1ccc(S(=O)(=O)N2CCCC2)cc1 | 8 | i | 13% | 8% | -1% | 3 | -4% | -10% | 0%
COc1ccc(C(=O)N2CCC(C(=O)NCc3ccccn3)CC2)cc1 | 17 | i | 4% | 4% | 3% | 0 | 12% | -5% | -10%
O=C1N/C(=C\c2ccccc2)c2ccccc21 | 2 | i | 5% | 14% | 11% | 8 | -2% | 12% | -4%
CCOc1nc(Oc2cccc(C(=O)O)c2)nc(Oc2cccc(C(=O)O)c2)n1 | 5 | i | 19% | 5% | 0% | 0 | 3% | 7% | 6%
CC(=O)c1cc(-c2ccc(F)cc2)n(CCC(=O)Nc2cc(C)[nH]n2)c1C | 13 | i | -4% | -3% | -1% | 3 | 8% | -3% | 7% | Spn PMK inh pilot replicates=0.0;Spn MK inh pilot replicates=3.0;Spn DPM-DC inh pilot screen %=0.5
CCC(=O)N(Cc1cc2cc(OC)ccc2[nH]c1=O)c1cc(C)ccc1C | 20 | + | -13% | 9% | -1% | 7 | -4% | 3% | -1%
CC(C)(C)NC(=O)CSc1nnc(CN2CCCCCC2=O)n1-c1ccccn1 | 23 | i | -4% | 9% | -7% | 2 | 12% | -4% | -6%
N#Cc1ccc(NC(=O)COC(=O)C2=COCCO2)cc1 | 18 | i | -4% | 15% | -13% | 3 | 3% | -7% | 0%
Cc1c(C(=O)NCc2cccnc2)oc2ccc(S(=O)(=O)N3CCCCCC3)cc12 | 0 | i | 23% | 10% | -2% | 10 | -34% | 3% | -7%
Cc1cc(NC(=O)CSc2nc(C3CC3)nc3sc4c(c23)CCC(C)C4)no1 (configuration not stated) | 2 | i | -1% | 5% | -4% | 3 | -1% | -10% | 0% | Spn PMK inh pilot replicates=0.0;Spn MK inh pilot replicates=0.0;Spn DPM-DC inh pilot screen %=0.0
CN1CCN(CC(=O)N(C)c2nc(-c3ccccc3)cs2)CC1 | 5 | i | 2% | 14% | nt | 7 | 4% | nt | -2%
CC(C)NC(=O)C1CCCN(S(C)(=O)=O)C1 (configuration not stated) | 0 | i | nt | 1% | 0% | 0 | -8% | -2% | -8%
CC(C)CCn1c(=S)[nH]c2ncccc2c1=O | 8 | i | 5% | 1% | -16% | 1 | nt | -21% | -7%
Cc1ncc(CO)c2c1OC(C)(C)OC2 | 16 | i | -5% | 3% | -6% | 0 | 4% | -1% | 1% | Spn PMK inh pilot replicates=0.5;Spn MK inh pilot replicates=2.0;Spn DPM-DC inh pilot screen %=0.0
CCCc1cc(=O)[nH]c(SCC(=O)NC2CCCCC2)n1 | 5 | i | nt | 4% | -15% | 5 | 2% | -11% | -2%
Cc1cc(=O)oc2cc3c(cc12)OCCN3 | 11 | nt | -2% | 1% | 18% | 4 | nt | 4% | -5%
COn1c(=O)c(-c2ccc(Cl)cc2)[n+]([O-])c2ccccc21 | 0 | i | 0% | 12% | -8% | 5 | 4% | -12% | 8%
COc1cccc(-c2nc(N3CCC(C)CC3)c3ccccc3n2)c1O | 3 | i | -17% | 0% | 0% | 2 | 8% | 1% | 2%

Eight compounds already listed, ordered by SMILES length, ascending.
SMILES | Spn PMK inh | Spn DPM-DC inh | HT1080 viability | TNAP inhibition | HPDE-C7K KRASV12 | Spn MK inh | LYP inhibition | HPDE-C7 cytotoxicity | Bfl-1 displacement | others
Cc1ncc(CO)c2c1OC(C)(C)OC2 | 16 | i | -5% | 3% | -6% | 0 | 4% | -1% | 1% | Spn PMK inh pilot replicates=0.5;Spn MK inh pilot replicates=2.0;Spn DPM-DC inh pilot screen %=0.0
Cc1cc(=O)oc2cc3c(cc12)OCCN3 | 11 | nt | -2% | 1% | 18% | 4 | nt | 4% | -5%
CC(C)CCn1c(=S)[nH]c2ncccc2c1=O | 8 | i | 5% | 1% | -16% | 1 | nt | -21% | -7%
CC(C)NC(=O)C1CCCN(S(C)(=O)=O)C1 (configuration not stated) | 0 | i | nt | 1% | 0% | 0 | -8% | -2% | -8%
N#Cc1ccc(NC(=O)COC(=O)C2=COCCO2)cc1 | 18 | i | -4% | 15% | -13% | 3 | 3% | -7% | 0%
CCCc1cc(=O)[nH]c(SCC(=O)NC2CCCCC2)n1 | 5 | i | nt | 4% | -15% | 5 | 2% | -11% | -2%
COc1cccc(-c2nc(N3CCC(C)CC3)c3ccccc3n2)c1O | 3 | i | -17% | 0% | 0% | 2 | 8% | 1% | 2%
COn1c(=O)c(-c2ccc(Cl)cc2)[n+]([O-])c2ccccc21 | 0 | i | 0% | 12% | -8% | 5 | 4% | -12% | 8%
